GPR35 antagonists: inhibition of zaprinast-stimulated GPR35 beta-arrestin translocation – imaging, U2OS, beta-arrestin-GFP, zaprinast agonist, primary screen (AID 2058). U2OS GPR35 beta-arrestin-GFP translocation imaging, zaprinast antagonism; higher % means a stronger effect. one-dose inhibition, % at 10 µM; IC50 in µM for titrated hits. hit rate 0.052% among 290,000;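 active = inhibition of at least 50% with at least 30 cells and total cytoplasm GFP at most 10,000,000; inconclusive = under 30 cells or total GFP of 10,000,000 plus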
GPR55 antagonists: GPR55 antagonists blocking LPI-driven arrestin recruitment, primary screen, imaging, U2OS, beta-arrestin-GFP, LPI agonist (AID 2013) | U2OS GPR55 beta-arrestin-GFP translocation imaging, LPI antagonism; higher % means a stronger effect | inhibition, % at 10 µM, or IC50 in µM where a hit was titrated | hit rate 0.13% among 290,000;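 active = spots per cell inhibited over 60%, with over 100 cells counted and total cytoplasm intensity under 500,000; inconclusive = wells with under 100 cells, flagged as likely toxic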;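 also: U2OS cells stably carrying GPR55 and arrestin-GFP stimulated by 5 µM LPI near EC80; imaged beta-arrestin-GFP aggregate spots per cell after agonist stimulation; plate controls were LPI-stimulated DMSO wells for no effect and DMSO wells without LPI for full effect; some results filed as inactive read as strong as hits; confirmed hits need IC50 under 10 µM and bright autofluorescent wells are also inconclusive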
GPR55 activation: GPR55 agonists via beta-arrestin recruitment, primary screen, imaging, U2OS cells, beta-arrestin-GFP redistribution (AID 1961) | U2OS GPR55 beta-arrestin-GFP redistribution imaging; higher % means a stronger effect | activation, % at 10 µM, or EC50 in µM where a hit was titrated | hit rate 0.048% among 290,000;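 active = activation above 40% with more than 50 cells counted in the well; inconclusive = wells holding fewer than 50 cells, flagged as toxic or sparse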;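 also: U2OS osteosarcoma cells stably expressing GPR55 and beta-arrestin-GFP; plate controls were DMSO negative control for no effect and LPI positive control for full effect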
NTR1 ag: NTR1-driven beta-arrestin-GFP spot formation – imaging, U2OS cells, high content, primary screen (AID 493036) | P30989 | agonist mode | activation, % at 20 µM | hit rate 0.17% among 330,000;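 active = activation at or above 40% of the spot to cytoplasm intensity ratio, with at least 20 cells analyzed; inconclusive = wells under 20 cells, flagged as cytotoxic or low count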;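 also: 0% = DMSO without peptide and 100% = 100 nM NTR1 peptide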
Target sequence (P30989 whole entry, looked up): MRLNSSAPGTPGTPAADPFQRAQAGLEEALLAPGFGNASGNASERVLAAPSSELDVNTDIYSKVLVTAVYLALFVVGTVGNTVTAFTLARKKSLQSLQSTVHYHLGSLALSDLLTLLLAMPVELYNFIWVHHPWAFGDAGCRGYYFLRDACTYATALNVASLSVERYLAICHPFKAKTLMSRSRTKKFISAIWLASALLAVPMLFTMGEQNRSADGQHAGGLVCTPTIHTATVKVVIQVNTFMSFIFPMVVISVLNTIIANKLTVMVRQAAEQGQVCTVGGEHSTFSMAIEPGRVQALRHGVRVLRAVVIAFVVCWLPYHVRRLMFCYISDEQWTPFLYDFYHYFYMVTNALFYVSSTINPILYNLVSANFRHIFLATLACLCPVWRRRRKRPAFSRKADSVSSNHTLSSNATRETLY
NOD1 NF-kB reporter: NOD1 signaling inhibitors, primary screen, cell-based, luminescence, uHTS (AID 1578); inhibition, % at 4 µM, or EC50 in µM where a hit was titrated; NOD1-driven NF-kB luciferase reporter cells, luminescence; higher % means a stronger effect; hit rate 1% among 290,000; in the data active = inhibition mostly above about 36%, no sharp cut-off; inactive = mostly below about 34%;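 also: HEK-293T reporter cells stimulated with the NOD1 agonist gamma-tri-DAP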
MgcRacGAP inhibition: MgcRacGAP GTPase-activating activity inhibitors, confirmation, biochemical, ADP Hunter fluorescence | MgcRacGAP-stimulated Rac1 GTP hydrolysis, ADP Hunter fluorescence; higher % means a stronger effect; GST-tagged Rac1 F28L mutant substrate | hit rate 0.6% among 340,000 | inhibition, % at 30 µM, or IC50 in µM where a hit was titrated;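 active = first-screen hits whose inhibition reached a set limit at any dose in the follow-up dose series; inconclusive = inhibition above the set first-screen limit but never retested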;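 also: fluorescence reports GDP produced by GAP-driven GTP hydrolysis; strong numbers were not always called active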
KOR beta-arrestin-1: KOR antagonists, beta-arrestin recruitment, cell-based, luminescence, uHTS (AID 1778). KOR beta-arrestin recruitment, luminescence, antagonist mode; higher % means a stronger effect. hit rate 0.091% among 290,000. inhibition, % at 10 µM, or IC50 in µM where a hit was titrated; in the data active = inhibition above about 50%; also: strong numbers were not always called active
KOR beta-arrestin-2: kappa opioid receptor activators – cell-based, luminescence, uHTS, primary screen (AID 1777). KOR beta-arrestin recruitment, luminescence; higher % means a stronger effect. activation, % at 10 µM; hits with a dose series show EC50 in µM. hit rate 0.02% among 280,000; in the data active = activation above about 50%, passing the limit was not always enough; also: a part of the inactive calls stands beside numbers as strong as those of hits
K1F lysis inhibition: inhibition of K1F phage lysis, E. coli UTI89, bacterial capsule biogenesis inhibitors, alamar blue (AID 488966); E. coli UTI89 K1F phage lysis, alamar blue, 2 h; higher % means a stronger effect; one-dose inhibition, % at 100 µM; IC50 in µM for titrated hits; hit rate 0.02% among 340,000;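 active = phage lysis inhibition, versus mean bacterial control, above a set limit; inconclusive = no clear call, values can overlap the other calls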;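 also: capsule biogenesis inhibitors block K1F phage lysis so surviving cells raise fluorescence; higher fluorescence means more inhibition of phage lysis; actives were called in the ten point dose series up to 300 µM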
NTR1 ag cell count 20 µM: second read-out of NTR1 ag, no call of its own (marks repeat the call); cell count; measured here: cell count, cytotoxicity flag
Starred values were filed as active, the others as inactive; ? = inconclusive; / = not tested or not shown; [ ] = dose if it differs, or a comment. Not all compounds are listed; the hit share may differ from the screen's.

SMILES	GPR35 antagonists	GPR55 antagonists	GPR55 activation	NTR1 ag	NTR1 ag cell count 20 µM	NOD1 NF-kB reporter	MgcRacGAP inhibition	KOR beta-arrestin-1	KOR beta-arrestin-2	K1F lysis inhibition
O=C(Nc1ccccc1Cc1ccccc1)c1ccc2c(c1)SC1=NS(=O)(=O)CCN12	0%	10%	0.1%	3.5	55	-4%	6%	/	-0.3%	3.0%
COc1ccc(OC)c(Nc2nc(NCCC(C)C)nc(N)c2[N+](=O)[O-])c1	2%	5%	0.2%	14	64	-7%	6%	-11%	1.2%	0.1%
CCCCCNC(=O)c1ccc(NS(=O)(=O)c2ccc3[nH]c(=O)[nH]c3c2)cc1	2%	6%	0.0%	-0.1	48	-22%	8%	-15%	2.6%	0.0%
COc1ccc(CN2CCNC(=O)C2CC(=O)N2CCCCO2)cc1OC (stereo not drawn)	9%	-2%	0.1%	-1.1	108	-32%	5%	10%	-3.6%	0.2%
COc1cccc(NC(=O)c2ccccc2C(F)(F)F)c1	8%	-7%	0.0%	1.3	31	-28%	-7%	39%[20 µM]	-1.0%	0.0%
CCCS(=O)(=O)N1CCN(C(=O)c2ccccc2F)CC1	-7%	-13%	-0.1%	-0.6	108	-19%	2%	-18%	3.9%	1.2%
CC(C)(C)C1CCc2c(sc(NC(=O)CSc3nnc(-c4ccccc4)o3)c2C#N)C1 (stereo not drawn)	-7%	4%	-0.3%	20	64	2%	3%	-24%	8.3%	0.3%
CCN1C(=O)/C(=C\N(C)C)S/C1=N\S(=O)(=O)c1ccccc1	19%	1%	0.1%	1.9	59	-32%	-2%	-7%	-3.7%	0.3%
CCOc1cc(NC(=S)NCC2CCCO2)c(OCC)cc1NC(=O)C1CC1 (stereo not drawn)	3%	7%	0.5%	1.0	47	-23%	0%	18%[20 µM]	-7.6%	0.0%
Cc1ccc2c(Cl)c(C(=O)Nc3nn[nH]n3)sc2c1	-8%	19%	-0.2%	0.6	43	-9%	/	3%	-8.2%	/
O=C(NC1CCCCCCC1)C1CCN(S(=O)(=O)N2CCCC2)CC1	0%	17%	0.2%	0.8	40	2%	2%	1%	-0.2%	-0.1%[50 µM]
COc1cc(N=C2C(=O)N3c4c(cccc42)C(C)=CC3(C)C)cc(OC)c1	8%	6%	-0.4%	5.8	55	-8%	5%	/	2.0%	6.8%
Cc1cc(C(=O)COC(=O)c2cc(Cl)ccc2N)c(C)n1Cc1ccco1	-3%	14%	0.3%	8.2	54	-44%	0%	-13%	3.7%	0.0%[50 µM]
Cc1ccc(NC(=O)CN(C)S(=O)(=O)c2cccc3cccnc23)c(C)c1	-11%	5%	-0.1%	-0.3	55	-1%	9%	30%	-4.5%	0.0%
COc1cccc2c1cc1c(=O)n(CC(=O)NCCCN3CCCCC3)nc(C)n12	12%	10%	-0.4%	-0.4	45	-12%	14%	-24%	0.8%	0.1%
O=C(c1ccccc1-c1ncc[nH]1)N1CCCC(Nc2ccc(F)cc2)C1 (stereo not drawn)	-9%	-5%	-0.2%	0.4	53	-24%	2%	24%	2.0%	0.1%
C=CCn1c(SCc2ccc(C#N)cc2)nnc1-c1cccc(OC)c1	4%	-2%	0.2%	0.6	71	8%	4%	4%	2.6%	-0.2%
CCc1ccc(-n2c(Cc3ccccc3)n[nH]c2=S)cc1	-6%	-6%	-0.1%	0.1	58	-15%	-1%	-9%[20 µM]	-1.7%	-0.1%
Cc1nc(CN2CCN(C(=O)c3ccc(Br)cc3)CC2)cs1	-6%	-2%	-0.1%	0.8	29	3%	11%	28%	1.1%	0.1%
O=C(CSc1nnc2c(n1)[nH]c1ccccc12)Nc1cccc(S(=O)(=O)N2CCOCC2)c1	-2%	5%	0.3%	7.1	55	3%	4%	30%	3.3%	-0.1%
Cc1ccccc1NC(=O)COc1ccc(S(=O)(=O)N2CCCC2)cc1C	-3%	1%	-0.2%	14	74	-5%	7%	-16%	1.2%	-0.2%[50 µM]
CCC(=O)NC(=S)Nc1ccccc1OC	-4%	-4%	-0.3%	0.1	63	-3%	-3%	-9%	-0.8%	-0.3%
CNC(=O)NC(=O)COc1c(F)c(F)cc(F)c1F	-10%	7%	0.0%	0.0	61	-22%	10%	9%	-0.7%	0.3%
COc1cc2c(=O)n(Cc3ccccc3)c(=O)n(CC(=O)C(C)(C)C)c2cc1OC	2%	6%	-0.1%	2.3	63	-12%	/	10%	3.0%	/
S=C(Nc1cccc(Cl)c1Cl)N1CCC2(CC1)OCCO2	3%	-3%	-0.2%	-1.4	40	-40%	6%	11%	4.2%	0.4%
Cn1ccc(C(=O)N/N=C/c2cccnc2)n1	0%	-7%	-0.2%	0.0	49	20%	7%	-24%	6.0%	0.3%
CCOC(=O)CSc1nnc(-c2ccc(OC)cc2)n1CC	-6%	4%	-0.2%	-2.9	77	15%	8%	7%	2.8%	0.6%
COCC1CCN(C(=O)C2CCN(c3nc(-c4ccccc4)nc4c3CCC4)CC2)C1 (stereo not drawn)	6%	5%	-0.1%	0.1	56	-40%	10%	-5%	0.1%	0.2%
CCOC(=O)c1sc2nc(C(C)C)c3c(c2c1N)CC(C)(C)OC3	-16%	2%	-0.1%	4.4	28	-44%	3%	-6%	0.8%	1.2%
Cc1cc(NC(=O)CSc2nc3cc(Cl)ccc3c(=O)n2CC(C)C)no1	-7%	2%	0.2%	0.3	41	-3%	/	-29%	1.0%	/
Cn1c(CNC2CCCCC2)c(C#N)c2ccccc21	12%	-8%	0.2%	-1.2	86	30%	7%	25%	0.4%	0.6%
COc1ccc(C(=O)c2coc3ccc(O)c(CN(C)C)c23)cc1	-2%	0%	-0.1%	2.6	45	-11%	-4%	33%	-2.3%	-0.7%
CCO[C@H]1OC(C(=O)O)=C[C@@H](c2csc3ccccc23)[C@@H]1CCCO	-17%	14%	0.1%	0.1	60	-7%	2%	-1%	-1.8%	-0.3%
O=C(N/N=C/c1ccc2ccccc2c1)c1ccc(COc2ccc3c(c2)CCC3)o1	23%	-5%	0.0%	2.5	86	-20%	8%	-5%	2.9%	-0.8%
CCc1cccc(CC)c1NC(=O)COC(=O)c1ccc(F)c(S(=O)(=O)N(CC)CC)c1	-8%	-5%	-0.1%	1.2	56	-9%	-7%	-7%	-0.8%	-2.6%
CCOc1ccccc1NC(=O)COC(=O)/C=C/c1ccc(OC)c(OC)c1	11%	-28%	-0.6%	11	47	18%	6%	-25%	-1.4%	2.3%
S=C(NCC1CCCO1)Nc1ccc(Cl)c(Cl)c1 (stereo not drawn)	-19%	-1%	0.1%	-0.8	81	-16%	4%	-12%	-5.5%	0.0%
O=S1(=O)CCC(N=Cc2cc(Br)ccc2O)C1 (stereo not drawn)	-14%	14%	-0.3%	0.4	49	/	-1%	30%	-1.0%	1.0%
Cc1c(C=O)c2ccccn2c1C(=O)c1ccccc1	-9%	0%	-0.2%	0.3	34	36%	-6%	-15%	-0.8%	-0.2%
O=C(/C=C/c1ccco1)Oc1cccc2cccnc12	7%	7%	-0.1%	-0.4	56	-8%	-2%	4%	3.6%	-1.6%
COc1ccc(N2CCN(C(=O)C3CCCN3S(=O)(=O)c3cccc4nsnc34)CC2)cc1 (stereo not drawn)	11%	3%	0.4%	-0.4	59	-2%	?	-3%	1.2%	0.1%
CC(=O)OC1CC(C)(C)N(OC(=O)c2ccc(N)cc2)C(C)(C)C1	-4%	6%	0.2%	-0.6	58	/	7%	-14%	-3.8%	5.8%
Cn1c(=NC(=O)CSCC(=O)N2CCCC2)sc2ccccc21	-5%	8%	-0.2%	-0.6	56	-9%	-2%	32%	9.0%	-0.2%
COc1ccc(OC)c(S(=O)(=O)N2CCCC(C(=O)N3CCOCC3)C2)c1 (stereo not drawn)	11%	-12%	-0.2%	-2.2	40	-24%	3%	-12%	2.4%	0.3%
COc1ccc(-c2nc(CN3CCCCC3c3nccn3C)c(C)o2)c(C)c1C (stereo not drawn)	-1%	4%	-0.1%	3.2	37	-1%	6%	1%[20 µM]	/	0.5%
COc1ccc(C(C)NC(=O)Cc2cccs2)cc1OC (stereo not drawn)	-3%	-14%	0.0%	-1.1	45	-28%	8%	3%	-2.2%	1.3%[50 µM]
COc1ccc2ccccc2c1CN1CCSCC1	-11%	-13%	0.1%	0.4	53	-35%	21%	-10%[20 µM]	-3.8%	-1.0%
CN(C)c1ccc(N2C(=NC(=O)CCC3CCCC3)SC3CS(=O)(=O)CC32)cc1 (stereo not drawn)	11%	-2%	0.3%	0.4	71	10%	4%	-23%	3.6%	-0.3%
O=C(NCc1cccnc1)c1cnn2ccccc12	7%	-2%	-0.1%	3.3	52	0%	-1%	20%	-0.2%	0.0%
O=c1[nH]cc(O)c(=O)[nH]1	-5%	12%	0.2%	4.6	89	-1%	-11%	29%	-1.4%	8.1%
COC(=O)CCC(=O)NNC(=O)c1ccc(Br)cc1	-3%	-8%	-0.1%	-2.0	56	/	4%	-48%	2.0%	0.7%
Cc1ccnc(NC(=O)COc2c(C)cc(C)cc2[N+](=O)[O-])c1	-6%	-6%	0.5%	0.6	75	-28%	11%	0%	0.4%	3.7%
O=C(NCc1ccccc1)/C(=C/c1cccc([N+](=O)[O-])c1)NC(=O)c1ccco1	6%	4%	0.2%	-0.7	37	-26%	7%	-25%	0.2%	0.0%
O=C(COc1c(F)c(F)c(C(F)(F)F)c(F)c1F)Nc1ccc(N2CCOCC2)c(Cl)c1	2%	10%	0.2%	2.6	61	-2%	7%	-5%	-0.7%	0.1%
O=C(Cn1cnc2ccccc2c1=O)c1cccs1	0%	9%	0.0%	-1.0	50	0%	13%	0%	-6.7%	0.7%
CCOc1ccc(CCNC(=O)C2CCN(c3nn4c(=O)cc(C)nc4s3)CC2)cc1	5%	-3%	-0.1%	-1.2	42	-13%	11%	10%	-0.3%	-0.8%
CCCc1nn(C)c2c(=O)[nH]c(-c3ccccc3OCC)nc12	17%	6%	-0.2%	7.2	73	-4%	8%	3%	-0.3%	1.2%[50 µM]
